Screens as filed in PubChem.
mIDH1 inhibitor = blocks human mutant IDH1 R132H enzyme; Potency, µM (highest dose often 76.6 µM), for the others: top-dose activity change, negative = inhibition, actives largely listed as inhibitors; O75874; AID 602179; IDH1-R132H enzyme, NADPH consumption, diaphorase/resazurin fluorescence; actives 0.093% (n = 390,000); note: potency is the fitted concentration of half-maximal effect; % is set by controls: 0 for no effect and ±100 for the full control effect; nearly all actives have a fitted effect of over 65% in size
Target sequence (O75874 whole entry R132H, stated change not applied): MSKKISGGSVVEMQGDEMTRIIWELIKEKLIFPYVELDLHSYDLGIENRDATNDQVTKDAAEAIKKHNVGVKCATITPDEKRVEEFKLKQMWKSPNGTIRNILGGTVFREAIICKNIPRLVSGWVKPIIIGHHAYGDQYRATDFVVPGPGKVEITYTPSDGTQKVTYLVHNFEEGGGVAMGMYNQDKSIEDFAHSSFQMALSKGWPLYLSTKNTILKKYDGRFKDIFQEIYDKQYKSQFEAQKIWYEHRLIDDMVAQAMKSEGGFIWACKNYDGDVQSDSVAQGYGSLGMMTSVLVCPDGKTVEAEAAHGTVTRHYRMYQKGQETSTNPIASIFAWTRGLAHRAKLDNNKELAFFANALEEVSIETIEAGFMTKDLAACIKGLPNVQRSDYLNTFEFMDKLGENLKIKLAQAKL
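IDH1-R132H (0.5 ug/mL dispensed) in pH 7.5 Tris buffer was preincubated 30 min with compound, then given a substrate mix of 0.016 mM NADPH and 2 mM alpha-KG for 80 min at room temperature; remaining NADPH was read by diaphorase/resazurin fluorescence.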
TrxR1 substrate = is turned over as a substrate by rat TrxR1; Potency, µM (titrated, usually from 114 µM), without a hit: at the highest dose activity change, negative = substrate turnover; purified TrxR1 substrate turnover, NADPH consumption readout; actives 0.01% (n = 390,000); note: potency is the fitted concentration of half-maximal effect; % is set by controls: 0 for no effect and ±100 for the full control effect; nearly all actives have a fitted effect of over 50% in size
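Rat TrxR1, dispensed at 90 nM, was prereduced with 400 uM NADPH (final) for 5 min at ~22 deg C, then incubated with compound 15 min before 400 uM selenite. A first-read NADPH fluorescence drop versus no-compound background flagged substrates.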
rTrxR1 inhibitor = blocks rat thioredoxin reductase 1. Potency, µM (doses to about 114 µM), inactives show top-dose activity change, negative = inhibition, usual class: inhibitors. actives 1% (n = 390,000). O89049. recombinant rTrxR1, NADPH fluorescence consumption, selenite substrate; note: potency is the fitted concentration of half-maximal effect; % is set by controls: 0 for no effect and ±100 for the full control effect; nearly all actives have a fitted effect of over 65% in size
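Rat TrxR1 (90 nM in the dispensed reagent) was pre-reduced with 400 uM NADPH for 5 min at room temperature, then incubated with compound for 15 min. After 400 uM selenite was added, NADPH fluorescence (Ex 340/Em 450 nm) was followed for 8 min.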
GLS inh = inhibitors of human glutaminase (GLS) | actives 0.21% (n = 410,000) | Potency, µM (top dose mostly 45.5 µM), for inactives: at the highest dose activity change, negative = inhibition, most hits filed as inhibitors | O94925 | GLS enzymatic activity, qHTS titration; note: potency is the fitted concentration of half-maximal effect; % is set by controls: 0 for no effect and ±100 for the full control effect
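Coupled fluorescence readout: glutamate oxidase/HRP/Amplex Red detect glutamate formed by hKGA from L-glutamine (1 mM solution added). Buffer 45 mM KH2PO4 pH 8.2, 0.02% Tween-20; reads at t0 and 30 min RT.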
Pin1 inh = blocks the human prolyl isomerase Pin1. Potency, µM (top dose mostly 115 µM), inactives show at the top dose activity, negative = inhibition, actives largely listed as inhibitors. Q13526. actives 0.009% (n = 390,000). Pin1 FP peptide displacement, HiFluor488, 10 min. AID 504891; active = well fitted inhibition curve with a large enough effect in the polarisation, with a control signal flat, not every such curve was filed as active; inconclusive = small, poorly fitted or top-dose-only effect, or effect the other way, or a change in a side signal; inactive = no such curve, though single readings can be large or run the other way; the % refers to the polarisation; note: potency is the fitted concentration of half-maximal effect; % is set by controls: 0 for no effect and ±100 for the full control effect
PGK inhibitor = T. brucei PGK inhibition; P07378; PGK/GAPDH coupled, Kinase-Glo luminescence, 60 min; Potency, µM (doses to about 57.5 µM), for inactives: at the top dose activity change, negative = inhibition, usual class: inhibitors; actives 0.043% (n = 380,000); AID 602233; note: potency is the fitted concentration of half-maximal effect; % is set by controls: 0 for no effect and ±100 for the full control effect; nearly all actives have a fitted effect of over 60% in size
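Luminescent ATP detection (Kinase-Glo Plus) follows a 60-minute room-temperature incubation, with wells lacking PGK as controls. Buffer: 100 mM TEA (pH 7.6), 5 mM MgCl2, 0.01% Tween-20. Coupling enzyme GAPDH (100 nM final) supplies unstable 1,3-BPG in-well.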
USP1-UAF1 inh = USP1/UAF1 (human) deubiquitinase inhibition. O94782. recombinant USP1/UAF1, Ub-Rhodamine cleavage fluorescence. Potency, µM (highest dose often 57.1 µM), for inactives: top-dose activity change, negative = inhibition, actives largely listed as inhibitors. actives 0.23% (n = 390,000); note: potency is the fitted concentration of half-maximal effect; % is set by controls: 0 for no effect and ±100 for the full control effect; nearly all actives have a fitted effect of over 60% in size; inactives centre near -12
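1 nM enzyme complex + cpd, 15 min RT; start with Ub-Rho 150nM final; kinetic fluorescence ex 480/em 540, 6 reads q60 s. Buffer 50mM HEPES pH 7.8, 0.5mM EDTA, 0.1 mg/ml BSA, 1mM TCEP, 0.01% Tween-20.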
HP1b chromo inh = blocks HP1-beta chromodomain binding to methylated histone tails; P83916; AlphaScreen HP1-beta / biotin-H3K9me3 peptide binding; Potency, µM (top dose mostly 114 µM), for inactives: at the highest dose activity change, negative = inhibition, most hits filed as inhibitors; actives 0.56% (n = 390,000); AID 540317; note: potency is the fitted concentration of half-maximal effect; nearly all actives have a fitted effect of over 70% in size; inactives centre near 23
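HP1-beta protein (50 nM final) preincubated 30 min at room temperature with biotinylated H3(1-18)K9me3 peptide (50 nM) in PBS pH 7.4, 0.01% Tween-20, then compound added for 30 min. AlphaScreen streptavidin donor/nickel chelate acceptor beads (10 ug/mL final), 30 min dark, luminescence read.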
PI4K2A inh = blocks human PI4K2A kinase activity; Q9BTU6; purified PI4K2A, ADP-Glo luminescence, 1 h; stronger effect = lower value; activity change, negative = inhibition, % at 76.9 µM; actives 0.13% (n = 420,000); in the data active = activity change below about -50%; inconclusive = mostly about -30% to -49%;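 note: -100% = wells without enzyme as full effect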
Target sequence (Q9BTU6 whole entry, looked up): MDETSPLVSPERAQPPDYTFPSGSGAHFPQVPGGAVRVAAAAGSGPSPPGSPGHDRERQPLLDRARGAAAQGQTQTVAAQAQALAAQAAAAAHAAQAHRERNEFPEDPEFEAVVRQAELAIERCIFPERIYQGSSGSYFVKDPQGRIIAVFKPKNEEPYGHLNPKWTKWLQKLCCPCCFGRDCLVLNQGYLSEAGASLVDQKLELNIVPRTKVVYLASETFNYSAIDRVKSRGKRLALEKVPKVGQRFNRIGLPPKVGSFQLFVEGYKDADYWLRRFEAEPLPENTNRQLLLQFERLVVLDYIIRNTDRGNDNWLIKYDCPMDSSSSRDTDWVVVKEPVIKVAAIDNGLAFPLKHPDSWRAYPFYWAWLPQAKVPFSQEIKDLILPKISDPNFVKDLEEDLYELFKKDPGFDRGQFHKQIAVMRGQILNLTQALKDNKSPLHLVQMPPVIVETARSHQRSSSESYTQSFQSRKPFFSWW
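Compounds are screened against recombinant PI4K2A using PI as substrate and ATP, the latter dispensed at 300 microM. Reactions run one hour at ambient temperature before ADP-Glo detection; full inhibition defined by wells lacking enzyme.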
* = called active by the depositor; i = inactive; u = inconclusive; x = no result given; & = joins results of further samples; [ ] = another dose, or the depositor's remark. Unless noted, calls come from the whole dose curve; as a rule, active = well fitted curve in the direction sought with a large enough effect; inconclusive = small, poorly fitted or top-dose-only effect, or another doubt; inactive = no such curve, though single readings can be large; an effect the other way counts as inactive or inconclusive.

Below each SMILES – mIDH1 inhibitor	TrxR1 substrate	rTrxR1 inhibitor	GLS inh	Pin1 inh	PGK inhibitor	USP1-UAF1 inh	HP1b chromo inh	PI4K2A inh
O=C(CSc1nc(-c2ccccc2)cc(=O)[nH]1)N1CCOCC1
    2%	-3%	-5%	1%	-11%	-9%	-4%	51%	-6
O=C(O)c1cc([N+](=O)[O-])cc2c1nnn2O
    0%	-12%	-12%	16%	-3%	-24%	-17%	-22%	-22
Cc1ccc(S(=O)(=O)NC2CCCCCC2)cc1C(N)=O
    7%	7%	24%	0%	-2%	i	-21%	60%[activator]	-2
COc1ccc(CCNC(=O)C(=O)c2c[nH]c3ccccc23)cc1OC
    -5%	-10%	3%	0%	2%	-1%	-17%	18%	3
COc1ccc(Cl)cc1NC(=O)Cn1c(=O)oc2cc(S(=O)(=O)N3CCCCCC3)ccc21
    -8%	0%[57.1 µM]	22%[57.1 µM]	0%	10%	-9%	-9%	23%	4
COc1c2c(nc3ccccc13)OC(C(C)(O)COC(C)=O)C2 (configuration not stated)
    -3%	6%[57.1 µM]	16%[57.1 µM]	4%	3%	1%	-12%	13%	-3
COc1ccccc1NC(=S)NC1CCC(CC2CCC(NC(=S)Nc3ccccc3OC)CC2)CC1 (configuration not stated)
    -2%	-9%	-4%	8%	2%	-4%	-19%	3%	10
CCC(CC)NC(=O)c1cc2c(C)nn(Cc3ccccc3Cl)c2s1
    2%	-11%[11.4 µM]	17%[11.4 µM]	-6%	5%	-1%	-23%	40%[activator]	-2
O=C1OC(Nc2nc(-c3ccc(F)cc3)cs2)c2ccccc21 (configuration not stated)
    8%	-4%	56µM*	0%	-1%	-7%	-14%	60%[activator]	3
COc1cccc(N2CCN(C(=O)c3ccc(CS(=O)Cc4ccc(C)cc4)o3)CC2)c1 (configuration not stated)
    11%	-3%	0%	12%	-1%	-4%	-17%	9%	-2
Cc1nc2n(COCCO)cnn2c(=O)c1Br
    0%	-6%	1%	3%	2%	i	-17%	18%	-3
CN(Cc1nc2ccccc2c(=O)[nH]1)C(=O)c1cccc(S(=O)(=O)N2CCCCCC2)c1
    1%	-1%	9%	11%	-3%	2%	-7%	43%[activator]	-2
CC(C)(Cc1nc2ccccc2[nH]1)c1nc2ccccc2[nH]1
    -13%	x	x	-3%	x	-3%	-14%	x	1
CCOc1ccc(CCNC(=O)CCCc2nnc3n(CC(C)C)c(=O)c4sccc4n23)cc1
    10%	4%	16%	-14%	-3%	-10%	-9%	34%	-1
CS(=O)(=O)N(CCc1ccccc1)CC(=O)N1CCCCC1
    9%	-4%	-17%	-1%	2%	-1%	3%	11%	1

Going on with the list:
Below each SMILES – mIDH1 inhibitor	TrxR1 substrate	rTrxR1 inhibitor	GLS inh	Pin1 inh	PGK inhibitor	USP1-UAF1 inh	HP1b chromo inh	PI4K2A inh
CCOC(=O)N1CCN(C(=O)c2ccc(NS(=O)(=O)c3ccc4[nH]c(=O)[nH]c4c3)cc2)CC1
    1%	-5%	-6%	-1%	1%	2%	-20%	29%	-3
COc1ccc(/C=N/Nc2ncnc3sc4c(c23)CCCC4)cc1O
    10%	-11%	0%	39%[activator]	u	-9%	-7%	-19%	-5
CC1CC(=O)c2cnc(Nc3cccc(C(F)(F)F)c3)nc2C1 (configuration not stated)
    3%	-13%[57.1 µM]	-3%[57.1 µM]	1%	1%	-1%	-18%	28%	-6
O=C(Cc1ccc(S(=O)(=O)N2CCCCC2)s1)Nc1ccc(F)c(F)c1
    10%	-5%	6%	-3%	17%	i	-15%	34%	2
CC/C(=C1/C(=O)CC(C)(C)C(C(=O)OC)C1=O)N1CCCC1 (configuration not stated)
    9%	-10%	-10%	-1%	-1%	i	1%	7%	7
CCN1CCCC1Cn1cnc2c([nH]c3cccc(Cl)c32)c1=O (configuration not stated)
    10%	8%[57.1 µM]	5%[57.1 µM]	16%	-5%	i	-16%	16%	13
Cc1c(C(=O)NCC2CCCO2)cccc1[N+](=O)[O-] (configuration not stated)
    6%	-2%	4%	-14%	-1%	-10%	-16%	31%	2
Cn1nnc2cc(NC(=O)Nc3ccccc3F)ccc21
    8%	x	x	-3%	x	-12%	-2%	x	-15
CCC(=O)c1ccc(OCC(=O)N2CCCC2)c(OC)c1
    5%	5%	17%	0%	2%	1%	-20%	34%	-2
CCC(C(=O)NC1CCN(C)CC1)c1ccccc1 (configuration not stated)
    -5%	0%	7%	-10%	0%	-7%	-23%	48%[activator]	-1
Cc1cc(C)c(S(=O)(=O)N2CCN(C(=O)c3ccccc3OCc3c(C)noc3C)CC2)c(C)c1
    3%	-13%	-14%	-4%	u	-5%	-9%	23%	1
O=C(O)C1Cc2ccccc2CN1S(=O)(=O)c1ccc2ccccc2c1 (configuration not stated)
    -4%	-7%	-8%[57.1 µM]	15%	-8%	0%	-6%	8%	2
Cc1ccccc1/C=N/N1C(=O)CSC1=S
    -1%	-5%	35µM*	23%	11%	x	-9%	-5%	-17
Cc1c(C(=O)O)c2cc(O)ccc2n1-c1ccccc1
    2%	2%	5%	-29%	4%	-9%	-8%	21%	5
COc1ccc(C2=CSC3=NNC4(CCCCC4)NN23)cc1
    1%	8%	6%[57.1 µM]	-12%	0%	-8%	-13%	u	-3

Next section:
Below each SMILES – mIDH1 inhibitor	TrxR1 substrate	rTrxR1 inhibitor	GLS inh	Pin1 inh	PGK inhibitor	USP1-UAF1 inh	HP1b chromo inh	PI4K2A inh
COC(=O)c1ccc(C2NC(c3ccc4c(c3)OCO4)=CC(c3ccccc3O)N2)cc1 (configuration not stated)
    x	5%	-11%	x	12%	x	x	6%	x
COc1ccc(-c2csc(NC(=O)CS(=O)(=O)c3ccccc3)n2)cc1OC
    3%	x	x	7%	x	-5%	-24%	x	-2
CC1CCCC(NC(=O)c2cccc(S(=O)(=O)N3CCOCC3)c2)C1C (configuration not stated)
    5%	x	x	4%	x	9%	8%	x	-2
Cc1noc(NS(=O)(=O)c2ccc(N/C=C\C(=O)c3ccc(F)cc3)cc2)c1C
    14%	-8%	20%[57.1 µM]	14%	1%	-1%	-15%	0%	2
O=c1[nH]c(/C=C/c2cccc([N+](=O)[O-])c2)c([N+](=O)[O-])c(=O)[nH]1
    45µM*	5%[57.1 µM]	-51%	13%	-9%	-3%	u	-6%	-12
C#CCn1c(=NC(=O)c2ccc(S(=O)(=O)N3CCCc4ccccc43)cc2)sc2cc(S(N)(=O)=O)ccc21
    1%	-7%	2%	-1%	61%[activator]	-1%	-9%	8%	-4
Cc1ccc(NC(=O)COC(=O)CN2CCSC2=O)cc1F
    6%	x	x	-1%	x	-7%	-21%	x	6
COc1cc2ccccc2cc1C(=O)Nc1cccc(-c2nc3cc(C)c(C)cc3o2)c1C
    -2%	1%	-8%	2%	0%	7%	13%	10%	-3
CCN1C(=O)c2ccccc2Sc2ccc(NC(=O)Nc3ccc(C(C)=O)cc3)cc21
    -1%	-1%	7%	1%	u	-6%	2%	5%	4
CCn1cc(/C=N\NC(=O)c2cc(-c3ccccc3OC)nc3ccccc23)c(C)n1
    1%	-16%	-10%	12%	-1%	-10%	-23%	0%	5
OC(COc1c(F)cc(Br)cc1F)CN1CCc2ccccc2C1 (configuration not stated)
    7%	5%	8%	7%	3%	-9%	-14%	57%[activator]	-1
Cc1ccc2nc(-c3ccco3)c(Nc3ccccc3)n2c1
    1%	28%&50%	u	17%	-9%&-12%	-4%	2%	83%&21%[activator]	1
O=C(CNc1cccc(Cl)c1)NNC(=S)NCc1ccccc1
    0%	-12%	12%[57.1 µM]	-17%	-3%	-6%	0%	4%	0

An excerpt, so the mix of outcomes need not match the whole.
